High-throughput results deposited in PubChem BioAssay by several laboratories.
APP 5'UTR act: activators of APP 5'UTR luciferase reporter, primary screen, SH-SY5Y cells; SH-SY5Y APP 5'UTR luciferase reporter, luminescence; zero percent = DMSO vehicle wells; activation, % at 2 µM; hit rate 1% among 190,000;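 active = activation above a set limit, based on mean plus 3 SD of controls, cut at about 140% in these data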; note: values of inactives mirror those of a sister screen read the other way
G6PDH CS: L. mesenteroides G6PDH inhibitors, counter-screen for G6PDH-coupled screening assays, biochemical, Leuconostoc mesenteroides enzyme; Purified L. mesenteroides G6PDH, diaphorase/resazurin coupled fluorescence, 45 min; inhibition, % at 5 µM; hit rate 0.12% among 200,000; AID 1020, 2008; in the data active = inhibition above about 50%
Diaph act CS: compounds boosting diaphorase resazurin reduction – biochemical, uHTS, resorufin fluorescence, counter-screen for diaphorase-coupled primary assays, primary screen | Diaphorase/resazurin coupled assay, 16 min; stronger effect = higher value; 1 = vehicle wells, 0 = NADH-free wells | activation factor at 20 µM | hit rate 0.005% among 190,000 | AID 1229, 2008;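 active = diaphorase activity raised at least twofold by the compound at 20 µM; inactive = activation factor below 2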
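Material: Clostridium kluyveri diaphorase, purified enzyme; Quantity: enzyme 0.07 U/mL final; Medium: HEPES pH 7.4 buffer with MgCl2 and Tween 20; Dosing: single compound dose of 20 µM, 1% DMSO final; Schedule: 16 min reaction at room temperature; Measured by: red resorufin fluorescence at 544/590 nm excitation/emission.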
Diaph inh CS: diaphorase inhibitors and chemical oxidizers, primary screen, counter-screen for diaphorase-coupled primary assays, biochemical, uHTS, resorufin fluorescence; AID 1217, 2008; diaphorase resazurin-to-resorufin fluorescence, NADH, 16 min; bacterial (C. kluyveri) enzyme, not human; inhibition, % at 20 µM; hit rate 0.69% among 190,000;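 active = primary screen inhibition at 20 µM above a set limit, cut at about 50% in these data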;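 note: plate controls were DMSO with full reaction for no effect and wells lacking NADH for full effect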
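Test system: Clostridium kluyveri diaphorase enzyme / Quantity: diaphorase at 0.14 U/mL in enzyme working solution / Incubation: 16-min room-temperature incubation before reading / Benchmarks: NADH-free wells as positive control, DMSO-only neutral wells / Signal: resorufin fluorescence 544/590 nm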
NF-kB expr up: activators of NF-kB expression in neurons, primary screen, cell-based, HTS. human neuronal cells, NF-kB reporter expression; stronger effect = higher value. fold change at 12.5 µM. hit rate 1.6% among 190,000; in the data active = fold change above about 3.3
APP transl inh: inhibitors of APP translation via 5'UTR reporter, primary screen, APP 5'UTR luciferase, SH-SY5Y cells | SH-SY5Y APP 5'UTR-luciferase reporter, luminescence | inhibition, % at 2 µM | hit rate 0.82% among 190,000 | AID 1285, 2008;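 active = inhibition above a set limit, derived from the sample mean plus 3 SD, cut at about 45% in these data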; note: values of inactives mirror those of a sister screen read the other way
TLR4-MyD88 BLA: inhibitors of TLR4-MyD88 association in cells, primary screen, cell-based, HeLa CL3-4, BLA complementation, FRET ratio. AID 861, 2007. Toll-like receptor 4 (Homo sapiens) + Myeloid differentiation primary response protein …. hit rate 0.18% among 200,000. inhibition, % at 8.4 µM. HeLa CL3-4 TLR4/MyD88 BLA complementation; in the data active = inhibition above about 25%;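 note: 0% = vehicle and 100% = reference inhibitor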
Target sequence (O00206 whole entry, looked up): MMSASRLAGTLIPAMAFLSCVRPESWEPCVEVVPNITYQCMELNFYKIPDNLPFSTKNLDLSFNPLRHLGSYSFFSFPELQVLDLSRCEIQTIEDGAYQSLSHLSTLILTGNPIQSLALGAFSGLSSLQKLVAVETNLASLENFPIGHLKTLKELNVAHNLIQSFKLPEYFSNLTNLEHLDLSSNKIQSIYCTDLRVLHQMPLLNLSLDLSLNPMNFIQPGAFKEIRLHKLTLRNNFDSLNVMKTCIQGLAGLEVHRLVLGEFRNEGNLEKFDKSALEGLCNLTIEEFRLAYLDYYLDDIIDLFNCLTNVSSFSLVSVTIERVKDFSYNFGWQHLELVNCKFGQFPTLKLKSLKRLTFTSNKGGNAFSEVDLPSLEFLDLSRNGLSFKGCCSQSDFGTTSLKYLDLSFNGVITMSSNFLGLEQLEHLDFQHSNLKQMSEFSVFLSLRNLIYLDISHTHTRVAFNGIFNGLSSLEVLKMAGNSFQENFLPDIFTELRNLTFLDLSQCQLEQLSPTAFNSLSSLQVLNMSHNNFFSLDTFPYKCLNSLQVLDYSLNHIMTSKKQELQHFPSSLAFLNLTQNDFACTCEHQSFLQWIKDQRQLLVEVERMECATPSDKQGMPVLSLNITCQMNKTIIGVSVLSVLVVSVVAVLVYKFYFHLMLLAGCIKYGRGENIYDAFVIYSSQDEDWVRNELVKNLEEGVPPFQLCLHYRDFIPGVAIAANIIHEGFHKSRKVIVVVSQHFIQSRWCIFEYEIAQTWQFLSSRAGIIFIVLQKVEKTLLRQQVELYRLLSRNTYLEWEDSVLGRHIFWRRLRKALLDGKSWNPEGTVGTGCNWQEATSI
Target sequence (Q99836 whole entry, looked up): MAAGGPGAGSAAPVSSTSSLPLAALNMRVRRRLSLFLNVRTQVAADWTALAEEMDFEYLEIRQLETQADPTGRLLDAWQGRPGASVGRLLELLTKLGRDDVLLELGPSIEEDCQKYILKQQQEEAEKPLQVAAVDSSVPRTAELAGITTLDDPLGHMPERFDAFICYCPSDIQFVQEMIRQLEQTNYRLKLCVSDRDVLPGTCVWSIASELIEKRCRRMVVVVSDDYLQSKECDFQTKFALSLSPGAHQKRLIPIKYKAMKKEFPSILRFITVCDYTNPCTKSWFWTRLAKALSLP
STAT1 activator: STAT1 signaling activators, primary screen, cell-based, HTS, luciferase reporter; NIH 3T3 STAT1-luciferase reporter, IFN-gamma, luminescence; 100% = IFN-gamma alone, no compound; activation (% of control), % at 5.5 µM; hit rate 2.6% among 200,000; AID 932, 2007;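 active = activation above the screen-wide mean activation plus 3 SD, cut at about 130% in these data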;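 note: raw ratio to IFN-gamma control signal so 100% means no change and 0% no light; values of inactives mirror those of a sister screen read the other way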
FLuc act counter: FLuc activators, initial screening, artefact control for FLuc-dependent activation tests, biochemical, ATPlite luminescence | activation factor at 10 µM | 200,000 tested, under 10 active | ATPlite luciferase biochemical, 10 min; 0 = ATP-free wells, 1 = DMSO control | Luciferin 4-monooxygenase (Photinus pyralis), P08659 | AID 1027, 2008;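 active = luciferase activation factor, scaled between plate controls, of at least 2 with compound at 10 µM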
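System: Luciferase/luciferin detection reagent, cell-free biochemical luciferase assay | Medium: PBS buffer for ATP | Dosing: Test compounds dosed from 2 mM stocks in 100% DMSO | Timing: 10 min at ambient temperature | Signal: Luminescence measurement of luciferase light output | Evaluation: Luciferase activation, seen as luminescence increase over controls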
FLuc inh counter: firefly luciferase enzyme inhibitors, primary screen, artefact control for luciferase-based inhibitor screens, biochemical, luminescence, ATPLite | Luciferin 4-monooxygenase (Photinus pyralis), P08659 | inhibition, % at 10 µM | 10 min | hit rate 1.5% among 200,000 | AID 1006, 2008;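 active = inhibition above about 50% when tested at 10 µM, limit read from the data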
* marks the source's active call; other numbers are inactive results; / = not tested or not shown.

SMILES	APP 5'UTR act	G6PDH CS	Diaph act CS	Diaph inh CS	NF-kB expr up	APP transl inh	TLR4-MyD88 BLA	STAT1 activator	FLuc act counter	FLuc inh counter
N#Cc1ccc(OCC(=O)NN2Cc3ccccc3C2=N)cc1	2.2	-4.0	0.8	15.4	1.34	-2.2	0.6	99.8	1	-3.2
Cc1[nH]c2ccccc2c1C(c1ccncc1)N1CCC(C)CC1 (stereo unspecified)	6.9	-3.2	1	0.9	1.42	-6.9	6.8	99.8	1	0.5
COc1ccc([N+](=O)[O-])cc1NC(=O)CC1SC(=Nc2cccc(C)c2C)N(/N=C/c2cccc(OC)c2OC)C1=O (stereo unspecified)	6.1	10.1	0.7	34.3	0.85	-6.1	-5.3	102.3	1.1	-6.3
COc1ccc(C(=O)OCc2csc(C)n2)c(O)c1	34.1	1.2	0.9	10.1	2.87	-34.1	-10.9	138.7*	1	2.1
O=C(COc1ccc(Cl)cc1Cl)OCC(=O)N1CCCc2ccccc21	-5.0	-22.4	0.8	16.4	1.24	5.0	-2.2	99.2	1	-4.4
OCCC1CN(Cc2cccn2-c2ccccn2)CCN1C1CCCC1 (stereo unspecified)	13.2	7.7	0.8	15.7	1.05	-13.2	7.0	92.6	1.1	-5.8
CCOC(=O)NC(=O)c1cn(N(C)c2ncc(C(F)(F)F)cc2Cl)c(=O)[nH]c1=O	-16.0	-9.6	1	-1.5	1.11	16.0	0.7	107.0	1	-4.8
Cc1c(Cl)ccc2c1NC(=O)[C@]21N[C@@H](Cc2ccccc2)[C@H]2C(=O)N(c3ccc(F)cc3)C(=O)[C@H]21	9.2	1.8	0.8	21.3	0.66	-9.2	-5.6	102.9	1	1.1
COc1ccc(C(=O)Nc2ccc(N3CCCCC3)cc2)cc1Br	25.6	-2.5	1	1.3	1.19	-25.6	-9.7	99.5	0.8	20.2
COc1ccc(C)cc1S(=O)(=O)N1CCOCC1	14.8	7.7	1	4.7	1.07	-14.8	-7.3	104.8	1.1	-5.0
Nc1cc(-c2cccc([N+](=O)[O-])c2)[nH]n1	6.5	-13.1	0.7	25.3	0.84	-6.5	-1.1	95.5	1.1	-5.2
Cn1cc(Cl)c(C(=O)NC2CCCC2)n1	0.0	10.7	0.9	10.3	1.15	0.0	-9.6	89.7	1	-3.5
O=C(O)c1c[nH]c(=S)n1-c1ccc(F)cc1	-4.7	5.7	0.8	16.6	1.08	4.7	-6.6	92.2	1	3.2
Nn1c(COc2ccccc2)nnc1SCC(=O)O	0.1	-1.1	0.9	8.8	0.82	-0.1	-5.5	102.2	1	-3.9
Cc1cccc(N2CCN(C(=O)C3CCN(S(=O)(=O)N4CCOCC4)CC3)CC2)c1C	11.9	-1.6	0.8	15.8	0.91	-11.9	-1.5	87.1	1.1	-5.3
COc1ccc(C(=O)NC2(C(F)(F)F)N=C3SCCN3C2=O)cc1 (stereo unspecified)	-3.6	1.5	0.9	10.9	0.95	3.6	-5.3	103.0	1.1	-8.9
O=C(c1ccc(=O)oc1)N1CCN(c2ccc(F)cc2)CC1	/	-0.2	0.9	13.9	0.84	/	/	/	1.1	-6.5
CCOc1ccc(N(C(=O)CNS(=O)(=O)c2ccccc2)C(CC)C(=O)NCc2ccco2)cc1 (stereo unspecified)	-22.8	12.8	/	/	0.54	22.8	-7.4	98.8	1.1	-7.3
O=C(CCSc1ccccc1)Nc1ccc(OCc2ccccc2)cc1	17.7	0.1	1	0.2	1.21	-17.7	-9.5	102.3	1	-4.8
N#Cc1ccc(/C=N/NC(=O)c2cc(-c3cccs3)nc3ccccc23)cc1	-15.2	-20.3	0.8	16.5	0.72	15.2	1.9	105.6	0.8	18.7

A second format for some results above:
compound | APP 5'UTR act | G6PDH CS | Diaph act CS | Diaph inh CS | NF-kB expr up | APP transl inh | TLR4-MyD88 BLA | STAT1 activator | FLuc act counter | FLuc inh counter
COc1ccc(C(=O)OCc2csc(C)n2)c(O)c1 | 34.1 | 1.2 | 0.9 | 10.1 | 2.87 | -34.1 | -10.9 | 138.7* | 1 | 2.1
O=C(COc1ccc(Cl)cc1Cl)OCC(=O)N1CCCc2ccccc21 | -5.0 | -22.4 | 0.8 | 16.4 | 1.24 | 5.0 | -2.2 | 99.2 | 1 | -4.4
OCCC1CN(Cc2cccn2-c2ccccn2)CCN1C1CCCC1 (stereo unspecified) | 13.2 | 7.7 | 0.8 | 15.7 | 1.05 | -13.2 | 7.0 | 92.6 | 1.1 | -5.8

Next section:
SMILES	APP 5'UTR act	G6PDH CS	Diaph act CS	Diaph inh CS	NF-kB expr up	APP transl inh	TLR4-MyD88 BLA	STAT1 activator	FLuc act counter	FLuc inh counter
COc1cc(OC)cc(C(=O)NC(=S)Nc2ccc(Cl)c(C(=O)O)c2)c1	8.7	-1.7	0.7	28.5	1.03	-8.7	12.0	100.9	1.1	-7.9
Cc1cc(NC(=O)CSc2nc(-c3cccnc3)ccc2C#N)no1	19.8	7.8	0.8	24.8	1.15	-19.8	-1.7	96.8	1.1	-5.8
CCOP(=O)(OCC)/C(=N/OC(=O)c1ccccc1C)C(N)=O	0.0	8.7	0.9	11.8	1.23	0.0	1.7	95.4	1	-1.8
Cc1n[nH]c(=O)nc1N1CCc2ccccc2C1	21.3	4.1	1	3.0	1.05	-21.3	8.1	95.3	1.1	-5.9
CC1=NN(/C(=N\c2nnc(C)s2)Nc2ccc(C)cc2)[C@H](c2ccc(C)cc2)S1	9.9	-1.7	0.9	8.0	1.07	-9.9	9.9	101.3	1	0.8
COc1ccc2nc(COC(=O)c3ccco3)c(C(C)=O)[n+]([O-])c2c1	-3.2	2.1	0.8	17.6	0.95	3.2	-6.1	98.1	1	-1.8
CCC1Oc2nc(SC)nnc2-c2ccccc2N1C(=O)c1ccccc1 (stereo unspecified)	26.4	12.3	0.9	12.2	1.05	-26.4	3.6	103.9	1.1	-8.0
CCOc1cccc(C(=O)NC(=S)Nc2ccc3c(c2)OCCO3)c1	24.7	7.0	0.7	33.5	1.86	-24.7	-10.2	110.9	0.8	15.9
CN1CCN(C(=O)CC23CC4CC(CC(C4)C2)C3)CC1	-3.1	-0.9	0.9	5.8	1.08	3.1	-4.9	101.5	1.1	-5.0
COc1ccc(Cl)cc1S(=O)(=O)NCc1cccnc1	10.4	7.5	0.9	8.9	1.21	-10.4	-7.4	104.9	1	-0.5
CCOC(=O)c1ccc(NC(=O)C2CCN(C(=O)c3ccc(OC)c(OC)c3)CC2)cc1	0.6	4.2	0.9	6.1	1.07	-0.6	-1.7	96.1	1.1	-8.0
CCOC(=O)c1c(C)c(C(=O)Nc2cc(OC)ccc2OC)c(C)n1CC	2.8	2.7	0.9	12.1	1.03	-2.8	4.7	109.4	1.1	-5.1
Cc1ccc(-c2c(C)n([O-])c3c([n+]2=O)CCC3)cc1	-8.4	7.5	1	4.1	1.11	8.4	-27.3	96.9	1	1.1
CN(c1ccccc1)S(=O)(=O)c1cc(Cl)ccc1Cl	9.7	11.1	0.9	7.8	1.02	-9.7	17.1	96.3	1	-2.4
Cc1ccc(C(=O)N/C(=C\c2cccs2)C(=O)NCCc2c[nH]c3ccccc23)cc1C	4.0	-1.1	0.8	19.0	0.84	-4.0	-4.5	102.4	1	-1.4
O=C(CCCCn1c(=O)c2ccccc2n(CC(=O)Nc2ccccc2)c1=O)NCc1ccco1	-3.4	-6.0	1	2.6	1.08	3.4	1.9	96.3	1	3.7
O=C(COC(=O)c1ccccc1F)Nc1cc(S(=O)(=O)N2CCOCC2)ccc1N1CCCC1	6.9	5.0	0.9	5.7	1.15	-6.9	-15.1	115.5	1.1	-9.7
NC(=O)CSc1nnc(-c2ccc(S(=O)(=O)N3CCCCC3)cc2)n1-c1ccccc1	-5.1	-0.4	0.9	11.7	1.17	5.1	-4.9	104.2	1	-1.7
CCOc1cccc(CNn2cnnc2)c1OCc1ccccc1Cl	32.4	1.3	0.9	6.0	1.06	-32.4	4.2	94.5	1.1	-6.6
COCCN(C(=O)CSc1nnc(C)n1Cc1ccccc1)c1c(N)n(Cc2ccccc2)c(=O)[nH]c1=O	-3.9	5.4	0.9	8.2	1.12	3.9	-8.4	98.7	1	-4.4
CC1(C)Cc2nc3oc4c(=S)nc[nH]c4c3cc2CO1	6.9	-15.3	0.5	46.7	1.01	-6.9	2.7	110.7	1	3.0
CC1CCN(S(=O)(=O)c2cn(C)c(=O)n(C)c2=O)CC1	2.8	-5.5	1	-0.6	1.16	-2.8	-20.8	99.8	1.1	-9.0
CCOc1ccc(CC(=O)OCN2C(=O)c3ccccc3C2=O)cc1	-15.8	-0.9	0.9	8.9	1.15	15.8	-1.6	97.4	1	-0.4
Cc1ccc(CNc2ncc(-c3ccc4c(c3)OCO4)n2C)cc1	26.6	2.4	0.8	17.3	0.92	-26.6	-7.5	94.9	1	-2.1
COc1ccc(N(CC(=O)Nc2c(C)cccc2C)S(=O)(=O)c2ccccc2[N+](=O)[O-])c(OC)c1	-10.0	13.9	/	/	1.02	10.0	9.8	88.9	1	-1.3
Cc1cc(=O)[nH]c(N/N=C/c2c(C)oc3ccccc23)n1	15.1	-2.3	1	4.2	0.73	-15.1	-3.6	101.6	1	4.5
O=C1COc2ccc(OCc3ccc(F)cc3)cc21	60.5	7.6	0.9	13.9	3.19	-60.5	4.0	121.0	0.8	24.2
CCCCCCC(c1c(C)n(C)n(-c2ccccc2)c1=O)c1c(C)n(C)n(-c2ccccc2)c1=O	13.4	8.2	0.9	11.8	0.81	-13.4	-7.7	86.5	1.1	-10.8
CS(=O)(=O)N(Cc1ccc(C(=O)N2CCc3ccccc3C2)cc1)c1ccccc1	10.2	-3.7	0.8	17.1	0.96	-10.2	-1.4	91.2	1	-0.5
O=[N+]([O-])c1cccnc1N1CCC(c2cc(-c3ccc(Cl)cc3Cl)n[nH]2)CC1	7.4	-4.8	0.7	31.9	0.98	-7.4	-1.8	96.4	1.1	-7.3
COc1ccc(CNC(=O)c2cc3c(=O)n4ccccc4nc3n(Cc3ccco3)c2=N)cc1	2.1	/	/	/	/	-2.1	7.2	97.8	/	/
Cc1ccc(NC(=O)CC2S/C(=N/N=C3\CCCc4ccccc43)NC2=O)cc1 (stereo unspecified)	-16.9	1.3	0.7	25.4	1.46	16.9	-1.6	106.9	1.1	-10.0
CC(Oc1ccc(Cl)cc1Cl)C(=O)NCc1ccncc1 (stereo unspecified)	4.7	7.8	1.1	-8.3	1.13	-4.7	10.9	100.8	0.9	6.5
